BAZ2B inh – BAZ2B (human) inhibition. AlphaScreen BAZ2B-H3K14Ac peptide displacement. Potency, µM (doses to about 114 µM), inactives show top-dose activity change, negative = inhibition, most hits filed as inhibitors. 4.4% of 360,000 active; further: potency means the concentration at half of the fitted maximal effect; on the % scale 0 is the no-effect control and ±100 the full control effect; nearly all actives have a fitted effect of over 60% in size
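Complex of BAZ2B and biotin-H3K14Ac (50 nM apiece) forms over 30 min at RT, then faces library compounds up to 110 uM for another 30 min; AlphaScreen beads added, 20 min dark incubation, luminescence read.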
G9a inh – inhibitors of human histone lysine methyltransferase G9a | Q96KQ7 | G9a H3K9 monomethylation, AlphaScreen, 2 h | Potency, µM (highest dose often 102 µM), for inactives: at the top dose activity, negative = inhibition, most hits filed as inhibitors | 8.8% of 350,000 active | AID 504332; further: potency means the concentration at half of the fitted maximal effect; on the % scale 0 is the no-effect control and ±100 the full control effect; nearly all actives have a fitted effect of over 75% in size
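G9a (20 nM) was preincubated 15 min with compound, then reacted 2 h at room temperature with 500 nM biotin-H3K9 peptide and 20 µM SAM. Monomethyl-H3K9 detected by AlphaScreen using anti-H3K9me1 antibody.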
Pol eta inh – blocks human DNA polymerase eta activity; Q9Y253; recombinant Pol eta, fluorescent DNA replication assay; Potency, µM (titrated, usually from 114 µM), inactives show at the top dose activity change, negative = inhibition, most hits filed as inhibitors; 1.2% of 390,000 active; further: potency means the concentration at half of the fitted maximal effect; on the % scale 0 is the no-effect control and ±100 the full control effect
Target sequence (Q9Y253 whole entry, looked up): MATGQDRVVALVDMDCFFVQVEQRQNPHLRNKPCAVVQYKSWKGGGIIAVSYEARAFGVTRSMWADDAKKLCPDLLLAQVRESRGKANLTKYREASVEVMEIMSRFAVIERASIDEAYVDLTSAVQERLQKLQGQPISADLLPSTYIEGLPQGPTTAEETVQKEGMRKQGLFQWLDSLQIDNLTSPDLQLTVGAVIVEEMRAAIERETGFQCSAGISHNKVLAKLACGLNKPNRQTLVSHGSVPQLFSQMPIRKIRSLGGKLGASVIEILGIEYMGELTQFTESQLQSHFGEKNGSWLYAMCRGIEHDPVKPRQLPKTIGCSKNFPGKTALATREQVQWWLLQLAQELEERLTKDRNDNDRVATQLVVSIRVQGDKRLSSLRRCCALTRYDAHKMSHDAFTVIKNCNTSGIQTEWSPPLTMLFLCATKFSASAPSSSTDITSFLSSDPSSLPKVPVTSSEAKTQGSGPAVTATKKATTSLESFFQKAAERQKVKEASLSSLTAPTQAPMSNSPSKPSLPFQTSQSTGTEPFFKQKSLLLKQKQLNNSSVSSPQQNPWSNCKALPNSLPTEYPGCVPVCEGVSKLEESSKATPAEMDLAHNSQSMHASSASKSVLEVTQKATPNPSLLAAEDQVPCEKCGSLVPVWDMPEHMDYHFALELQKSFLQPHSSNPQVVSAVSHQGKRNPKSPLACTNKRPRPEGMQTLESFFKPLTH
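Fluorescent replication assay: 50 nM final substrate added after a 15 min room-temperature compound preincubation with 10 nM enzyme. Signal taken at 0 min and again at 10 min.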
GLS inhibitor – inhibitors of human glutaminase (GLS); Potency, µM (doses to about 45.5 µM), for the others: at the top dose activity change, negative = inhibition, actives largely listed as inhibitors; GLS enzymatic activity, qHTS titration; 0.21% of 410,000 active; further: potency means the concentration at half of the fitted maximal effect; on the % scale 0 is the no-effect control and ±100 the full control effect
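Two-point fluorescence kinetic (t0, 30 min RT) for hKGA; glutamate detected via glutamate oxidase–HRP–Amplex Red. Substrate: 1 mM L-glutamine solution; buffer 45 mM KH2PO4, pH 8.2.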
Pin1 inh – inhibitors of human Pin1. Q13526. Pin1 FP peptide displacement, HiFluor488, 10 min. Potency, µM (series often up to 115 µM), without a hit: at the top dose activity, negative = inhibition, hits mostly inhibitors. 0.009% of 390,000 active. AID 504891; active means well fitted inhibition curve with a large enough effect in the polarisation, with a control signal flat, not every such curve was filed as active; inconclusive means small, poorly fitted or top-dose-only effect, or effect the other way, or a change in a side signal; inactive means no such curve, though single readings can be large or run the other way; the % refers to the polarisation; further: potency means the concentration at half of the fitted maximal effect; on the % scale 0 is the no-effect control and ±100 the full control effect
Target sequence (Q13526 whole entry, looked up): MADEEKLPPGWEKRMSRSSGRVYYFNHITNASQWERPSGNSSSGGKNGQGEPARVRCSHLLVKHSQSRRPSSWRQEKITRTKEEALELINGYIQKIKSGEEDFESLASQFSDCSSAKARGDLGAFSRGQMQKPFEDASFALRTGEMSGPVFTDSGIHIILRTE
HP1b binding inh – blocks HP1-beta chromodomain binding to methylated histone tails; 0.56% of 390,000 active; AlphaScreen HP1-beta / biotin-H3K9me3 peptide binding; Potency, µM (top dose mostly 114 µM), for inactives: at the top dose activity change, negative = inhibition, actives largely listed as inhibitors; P83916; further: potency means the concentration at half of the fitted maximal effect; nearly all actives have a fitted effect of over 70% in size; inactives centre near 23
Target sequence (P83916 whole entry, looked up): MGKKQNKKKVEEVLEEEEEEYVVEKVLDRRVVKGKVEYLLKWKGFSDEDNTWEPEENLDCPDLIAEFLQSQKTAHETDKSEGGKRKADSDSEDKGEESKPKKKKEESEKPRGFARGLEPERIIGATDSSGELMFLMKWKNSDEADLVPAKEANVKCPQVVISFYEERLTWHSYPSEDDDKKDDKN
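HP1-beta protein (50 nM final) preincubated 30 min at room temperature with biotinylated H3(1-18)K9me3 peptide (50 nM) in PBS pH 7.4, 0.01% Tween-20, then compound added for 30 min. AlphaScreen streptavidin donor/nickel chelate acceptor beads (10 ug/mL final), 30 min dark, luminescence read.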
PI4K2A inh – blocks human PI4K2A kinase activity; Q9BTU6; purified PI4K2A, ADP-Glo luminescence, 1 h; active compounds read low; activity change, negative = inhibition, % at 76.9 µM; 0.13% of 420,000 active; in the data active means activity change below about -50%; inconclusive means mostly about -30% to -49%;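 further: -100% = wells without enzyme as full effect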
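Compounds are screened against recombinant PI4K2A using PI as substrate and ATP, the latter dispensed at 300 microM. Reactions run one hour at ambient temperature before ADP-Glo detection; full inhibition defined by wells lacking enzyme.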
JMJD2A Tudor – JMJD2A Tudor domain (human) inhibition; O75164; AlphaScreen JMJD2A-Tudor / H3K4me3 peptide binding; Potency, µM (titrated, usually from 114 µM), for inactives: at the top dose activity change, negative = inhibition, hits mostly inhibitors; 4.4% of 390,000 active; AID 504339; further: potency means the concentration at half of the fitted maximal effect; on the % scale 0 is the no-effect control and ±100 the full control effect; nearly all actives have a fitted effect of over 50% in size
PGK inhibitor – blocks T. brucei phosphoglycerate kinase; P07378; PGK/GAPDH coupled, Kinase-Glo luminescence, 60 min; Potency, µM (doses to about 57.5 µM), without a hit: at the top dose activity change, negative = inhibition, hits mostly inhibitors; 0.043% of 380,000 active; further: potency means the concentration at half of the fitted maximal effect; on the % scale 0 is the no-effect control and ±100 the full control effect; nearly all actives have a fitted effect of over 60% in size
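Recombinant glycosomal PGK reaction used 1,3-bisphosphoglycerate generated in-well by GAPDH (100nM final) in 100mM TEA pH 7.6, 5mM MgCl2, 0.01% Tween-20. After 60 minutes at room temperature, ATP was read by Kinase-Glo Plus luminescence end-point.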
Numbers without * were called inactive; i = inactive; ? = inconclusive; / = no result given; [ ] = dose if it differs, or a comment. Unless noted, the call rests on the fitted dose curve; in most records, active means well fitted curve in the direction sought with a large enough effect; inconclusive means small, poorly fitted or top-dose-only effect, or another doubt; inactive means no such curve, though single readings can be large; an effect the other way counts as inactive or inconclusive.

SMILES	BAZ2B inh	G9a inh	Pol eta inh	GLS inhibitor	Pin1 inh	HP1b binding inh	PI4K2A inh	JMJD2A Tudor	PGK inhibitor
Cc1ccc(C)c(S(=O)(=O)N2CCN(C(=O)c3cncc(Br)c3)CC2)c1	4%	4%	-23%	-1%	2%	42%[activator]	-5	-4%	0%
CCN(CC(=O)Nc1cc(Cl)ccc1C)C(=O)c1cc([N+](=O)[O-])ccc1N1CCOCC1	-3%	10%[2.33 µM]	-13%	0%	-1%	28%	-3	-21%	i
COc1ccc(C2CCCN2C(=S)Nc2ccc(C)cc2Cl)cc1OC (stereo not given)	-17%	?	-18%	3%	1%	33%	3	-17%	0%
Cc1ccc(CNC(=O)c2ccc(CSCc3ccc(C)cc3)o2)cc1	29%	10%[59 µM]	-3%	-3%	-2%	33%[activator]	-1	32µM*	-5%
S=C(NCCCN1CCOCC1)N1CCOCC1	-1%	23%[59 µM]	-11%	0%	0%	-11%	-7	-4%	-8%
O=[N+]([O-])c1ccc(Oc2ccc(C(F)(F)F)cn2)cc1	-12%	18%	-22%	15%	0%	7%	2	-6%	-6%
Cc1csc(N2CCN(c3cc4c(cc3Cl)nc(-c3ccncc3)n4CCCN3CCCC3)CC2)n1	?	10µM*	-15%	15%	11%	3%	-4	56µM*	-8%
O=[N+]([O-])c1ccc(N2CCCC2)cc1NC1CC1	?	?	-15%	-4%	91%[activator]	-29%	-3	?	-6%
O=C1c2ccccc2C(=O)N1Nc1ccc([N+](=O)[O-])cc1[N+](=O)[O-]	-3%	/	-13%	-6%	-4%	1%	-10	1%	-27%
c1ccc(-c2cn3nc(-c4ccccc4)sc3n2)cc1	/	/	-13%	-9%	-2%	-16%	-7	-8%	-8%
Cc1cc2cc(CNC(=S)NCc3ccccc3)ccc2n1C	25µM*	?	-10%	7%	-1%	?	9	50µM*	8%
Cc1cccc(/C=N/c2sc3c(c2C#N)CCN(Cc2ccccc2)C3)c1O	-21%	-17%[59 µM]	-19%	-11%	47%[activator]	-11%	11	?	1%
COc1cccc(CNC(=O)CN2C(=O)CCn3nc(-c4cn(C)c5ccccc45)cc32)c1OC	-14%	3%[59 µM]	2%	-7%	-2%	23%[57 µM]	1	-13%	-7%
O=C1Cc2cc(S(=O)(=O)Nc3ccc(F)cc3Cl)ccc2N1	14%	?	-13%	-11%	0%	41%[activator]	9	7%	-4%
CCOc1cc2c(cc1OCC)C(c1ccccc1)N(c1ccccc1)C(=O)C2 (stereo not given)	-30%	24%[59 µM]	-24%	-15%	-8%	31%	2	-13%	-6%
O=c1c(-c2ccc(Br)cc2)coc2c(CN3CCCCC3)c(O)ccc12	0%	7%	-12%	0%	1%	19%	3	-13%	-1%
O=C(NC1CCCCC1)C1CCN(S(=O)(=O)c2cccc3nsnc23)CC1	9%[57.1 µM]	30%	-16%	-2%	-1%	29%	6	-19%	4%
COC(=O)c1ccc(C)c(NC(=O)CCCN2C(=O)CN(C)C2=O)c1	/	/	-16%	-2%	3%	25%	10	-3%	2%
N#Cc1ccc(C(=O)NCc2ccc3c(c2)CCN3C(=O)c2ccc(F)cc2)cc1	2%	9%[59 µM]	-23%	0%	2%	29%	3	-7%	-6%
COc1ccc(OCC(=O)Nc2cc3c(cc2C(=O)O)OCCCO3)cc1	3%	14µM*	0%	11%	-9%	19%	5	-20%	i
COCCn1cnnc1SCC(=O)Nc1sc2c(c1C#N)CCC2	-4%	14%[2.33 µM]	?	21%	29%	10%	-9	-21%	-10%
CCOc1cc(C(=O)NN2CCOCC2)cc(OCC)c1OCC	4%	-6%[0.501 µM]	-12%	1%	1%	39%	-1	2%	i
CCCCOc1ccc(C(=O)Nc2ccc(S(=O)(=O)Nc3cc(C)on3)cc2)cc1OC	/	2%[59 µM]	2%	11%	-5%	19%	-11	-5%	-9%
COc1ccc(OCc2cc(C(=O)NC(C)Cn3cncn3)no2)c(Cl)c1 (stereo not given)	-6%	/	-5%	3%	1%	27%	0	6%	7%

Not a retest: two of the compounds above.
SMILES	BAZ2B inh	G9a inh	Pol eta inh	GLS inhibitor	Pin1 inh	HP1b binding inh	PI4K2A inh	JMJD2A Tudor	PGK inhibitor
CCCCOc1ccc(C(=O)Nc2ccc(S(=O)(=O)Nc3cc(C)on3)cc2)cc1OC	/	2%[59 µM]	2%	11%	-5%	19%	-11	-5%	-9%
COc1ccc(OCc2cc(C(=O)NC(C)Cn3cncn3)no2)c(Cl)c1 (stereo not given)	-6%	/	-5%	3%	1%	27%	0	6%	7%

Continuation.
SMILES	BAZ2B inh	G9a inh	Pol eta inh	GLS inhibitor	Pin1 inh	HP1b binding inh	PI4K2A inh	JMJD2A Tudor	PGK inhibitor
CSC[C@H]1CN(CCc2ccccc2)C(=O)[C@@H]1CC(=O)Nc1ccc(Br)cc1	/	/	-27%	-1%	/	/	-4	/	-1%
O=C(COc1ccccc1)N1CCN(C(=O)COc2ccccc2)CC1	0%	?	-6%	4%	0%	-7%	-3	-7%	i
COc1ccc(CNC(=O)C2CCCN(c3nn4c(=O)cc(C)nc4s3)C2)cc1 (stereo not given)	-11%	-1%	0%	-1%	15%	14%[57 µM]	4	-11%	-3%
Cc1ccc(C(=O)N2CCC(c3c[nH]c4ccccc34)(c3c[nH]c4ccccc34)CC2)cc1	-27%	-5%[59 µM]	-20%	5%	2%	0%	-3	-36%	-4%
O=C(CSc1nnc(-c2ccc(F)cc2)o1)Nc1ccc(S(=O)(=O)N2CCCC2)cc1	-5%	6%[59 µM]	-9%	-3%	20%	21%	8	-1%	/
Cc1cccc(NC(=S)NCCO)c1C	2%	15%[59 µM]	-21%	-1%	0%	31%	1	-3%	5%
Cc1sc(-n2c(C)cc(/C=C3\SC(=S)NC3=O)c2C)c(C#N)c1C	86%[activator]	?	22µM*	32%	?	?	-5	40µM*	-17%
Cc1cc(C)cc(-n2c(C)cc(/C=N/NC(=O)c3cccc([N+](=O)[O-])c3C)c2C)c1	?	0%[12.7 µM]	-18%	0%	1%	6%	-1	?	0%
CCOc1cc(/C=C(\C#N)c2nc(-c3cccs3)c(NC(C)=O)s2)ccc1O	-4%	8%[59 µM]	-12%	?	?	45%	3	-4%	-3%
O=C(CNC(=O)c1ccccc1F)NC1CC1	2%	5%[59 µM]	-9%	0%	-2%	22%	7	6%	-3%
O=C(CSc1ccccn1)Nc1ccc(Cl)c([N+](=O)[O-])c1	-26%	8%	-2%	3%	-2%	6%	0	-10%	4%
Cc1ccc(-c2csc3ncnc(OCC(=O)NC(=O)NCc4ccco4)c23)cc1	?	56µM*	79µM*	-9%	?	13%	-7	-34%	-3%
COc1ccc(OC)c(NC(=O)NNC(=O)COc2ccc(F)cc2F)c1	-32%	-4%	-5%	-6%	1%	26%	5	-7%	0%
O=C(NCCc1ccc(Cl)cc1)C(=O)NCC(c1ccc2c(c1)OCO2)N1CCOCC1 (stereo not given)	43%[activator]	12%[59 µM]	-11%	9%	1%	47%[57 µM]	-5	-13%	i
COc1ccc(NC(=O)CCS(=O)(=O)c2ccc3c(c2)CCCN3C(C)=O)cc1Cl	-2%	22%	2%	-6%	0%	23%	-3	-8%[57.1 µM]	-4%
O=c1c2ccccc2nc(/C=C/c2cccc([N+](=O)[O-])c2)n1CCO	3%	-14%	-3%	3%	0%	13%	2	-12%	2%
CCOc1ccc(S(=O)(=O)N/N=C(\C)C2CCCCC2)cc1	1%	15%[59 µM]	-22%	-18%	1%	31%	8	-11%	i
O=C(O)/C(=C\c1ccc(-c2ccc(F)cc2)o1)c1ccccc1	/	?	-10%	6%	11%	2%	-5	?	17%
CCOC(=O)CSc1nnc(CNC(=O)c2ccc(OC)cc2)n1-c1ccc(OC)cc1	-4%	?	6%	-1%	-2%	49%[activator]	-1	-5%[57.1 µM]	i
Cc1ccc(C)c(S(=O)(=O)N/N=C/c2ccc(F)cc2)c1	-4%	11µM*	-13%	13%	-2%	27%	2	-22%	-1%
O=C(NC1CCCC1)c1cc2c(ccc3ccccc32)o1	11%	2%[59 µM]	-7%	-2%	-6%	50%[activator]	-1	-11%	-10%
Cc1cc(C(=O)N/N=C/c2ccco2)n[nH]1	11%	5%	-3%	3%	0%	24%	4	-5%	3%
Cc1ccc(CNC(=O)C2CCCN(Cc3cnn(-c4ccccc4)c3-n3cccc3)C2)cc1 (stereo not given)	-36%	?	-21%	-2%	0%	6%	-1	?	-6%
Cc1ccccc1N1C(=O)[C@@H]2Cc3ccccc3CN2C1=O	-10%	-5%[12.7 µM]	3%	-2%	0%	24%	-1	-15%	-6%
COc1ccc(C(=O)C[n+]2cn(C(F)F)c3ccccc32)c(F)c1	/	?	-24%	0%	-7%	26%	6	-7%	-11%
O=C(Oc1ccc2cc(Br)ccc2c1)c1cccnc1	0%	5%	?	4%	-11%	34%	-3	-12%	-8%
C/C(=N\NC(=O)C(C)Nc1cccc(Cl)c1)c1ccc([N+](=O)[O-])cc1 (stereo not given)	?	-79%	-23%	2%	1%	5%	-1	-35%	-9%
CCc1ccc2nc(SCC(=O)NCC3CCCO3)c(C#N)cc2c1 (stereo not given)	-16%	22%	4%	2%	35%[activator]	15%	-3	-4%	i
NC(=O)c1ccc(NC(=O)c2ccc(COc3ccccc3Br)cc2)cc1	12%	?	-9%	-7%	33%[activator]	24%	-1	-12%	-10%
O=C(NCc1ccc2c(c1)OCO2)c1cccnc1	5%	?	-6%	0%	-3%	16%	0	-18%	-4%
Cc1cccc(C)c1NC(=O)N1CCC(n2c(=O)[nH]c3ccccc32)CC1	-6%	16%	-18%	-2%	-3%	21%	3	-13%	-5%
CCN(CC)CCNC(=S)N1CCn2c(nc3ccccc32)C1	-23%	-14%[59 µM]	-17%	0%	-4%	16%	0	-8%	i

An excerpt; rates above refer to the full screens.
